TRb-SRC2 inh: qHTS for Inhibitors of the Interaction of Thyroid Hormone Receptor and Steroid Receptor Coregulator 2; Thyroid hormone receptor beta (Homo sapiens), P10828; TRbeta-SRC2 peptide binding, fluorescence polarization; receptor liganded with 1 µM T3; Potency, µM (titrated, usually from 106 µM), without a hit: top-dose activity change, negative = inhibition, usual class: inhibitors; 280,000 tested, 0.065% active;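 note: potency is the fitted concentration of half-maximal effect; plate controls were bound peptide for no effect and peptide without receptor for full effect; nearly all actives have a fitted effect of over 50% in size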
Target sequence (P10828 whole entry, looked up): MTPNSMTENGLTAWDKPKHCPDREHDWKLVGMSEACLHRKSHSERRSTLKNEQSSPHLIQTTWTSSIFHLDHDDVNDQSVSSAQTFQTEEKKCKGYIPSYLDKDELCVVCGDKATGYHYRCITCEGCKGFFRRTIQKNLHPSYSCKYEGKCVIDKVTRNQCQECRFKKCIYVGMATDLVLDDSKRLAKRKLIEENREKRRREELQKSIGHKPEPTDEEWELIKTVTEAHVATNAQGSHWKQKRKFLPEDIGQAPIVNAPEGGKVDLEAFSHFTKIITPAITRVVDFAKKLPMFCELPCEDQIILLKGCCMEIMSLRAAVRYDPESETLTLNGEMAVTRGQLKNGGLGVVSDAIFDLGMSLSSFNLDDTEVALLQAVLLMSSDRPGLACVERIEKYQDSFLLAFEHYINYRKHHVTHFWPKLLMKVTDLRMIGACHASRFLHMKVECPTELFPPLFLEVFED
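Compounds were added to 0.6 uM TRb ligand-binding domain and 20 nM Texas Red-labeled SRC2 peptide in Tris buffer containing 1 uM T3, incubated 5 hr at ambient temperature, then read by fluorescence polarization.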
NPSR antagonist: qHTS Assay for Antagonists of the Neuropeptide S Receptor: cAMP Signal Transduction. Potency, µM (highest dose often 38.3 µM), without a hit: at the top dose activity change, negative = inhibition, hits mostly inhibitors. Q6W5P4. CHO-NPSR cells, cAMP TR-FRET, antagonist mode. 220,000 tested, 1% active. AID 1461, 2008; note: potency is the fitted concentration of half-maximal effect; % is set by controls: 0 for no effect and ±100 for the full control effect; nearly all actives have a fitted effect of over 50% in size; many of its hits are not listed in these tables
CBFb-RUNX1 inh: qHTS Assay for Compounds Blocking the Interaction Between CBF-beta and RUNX1 for the Treatment of Acute Myeloid Leukemia | Runt-related transcription factor 1 (Homo sapiens) + Core-binding factor subunit beta … | AID 1477, 2009 | Potency, µM (series often up to 59.8 µM), for inactives: at the top dose activity, negative = inhibition, hits mostly inhibitors | 230,000 tested, under 10 active | AlphaScreen CBFb-His/RUNX1-biotin binding, biochemical; note: % of control where 0% means no effect
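CBF-beta (His) and RUNX1 (biotin), 30 nM each; 20 min preassociation; + compound, 15 min; + beads 50 ng each (Ni, streptavidin), 90 min; RT; AlphaScreen read.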
Epigenetic reg: Quantitative High-Throughput Screen for Regulators of Epigenetic Control; 280,000 tested, 0.2% active; Potency, µM (top dose mostly 53.9 µM), inactives show top-dose GFP activation, most hits filed as activators; murine LDR cells, GFP reporter derepression, 30 h; note: potency is the fitted concentration of half-maximal effect; % of control where 0% means no effect; nearly all actives have a fitted effect of over 60% in size
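Reporter derepression read as number of fluorescent GFP-positive objects, 20-120 um in size, counted by laser-scanning cytometer. Mouse LDR line with an epigenetically silenced CMV-GFP locus; compound incubation 30 h, 37 C.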
TR SRC2 fluor cs: Total Fluorescence Counterscreen for Inhibitors of the Interaction of Thyroid Hormone Receptor and Steroid Receptor Coregulator 2; TRb/SRC2 Texas Red total fluorescence interference; Potency, µM (titrated, usually from 106 µM), for inactives: at the top dose fluorescence change, negative = quenching; 280,000 tested, 0.29% active; active = well fitted curve in either direction with a large enough effect; inconclusive = small, poorly fitted or top-dose-only effect; note: potency is the fitted concentration of half-maximal effect; % is set by controls: 0 for no effect and ±100 for the full control effect
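Human TRb ligand-binding domain at 0.6 uM with 20 nM Texas Red SRC2 peptide in Tris buffer containing 1 uM T3 and 5% DMSO, incubated with compound 5 h at ambient temperature. Total fluorescence (555/632 nm) calculated as parallel + 2 × perpendicular.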
Tau fluor cs: Counterscreen qHTS for Inhibitors of Tau Fibril Formation, Fluorescence Polarization | tau K18 P301L (four-repeat tau fragment) Alexa594 fluorescence, heparin fibrillization | Potency, µM (doses to about 57.7 µM), inactives show at the top dose activity change, negative = decrease | 280,000 tested, 0.93% active; note: potency is the fitted concentration of half-maximal effect; % is set by controls: 0 for no effect and ±100 for the full control effect; nearly all actives have a fitted effect of over 55% in size
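Human K18 P301L tau (15 uM unlabeled plus 0.24 uM Alexa 594-labeled, final) in 100 mM sodium acetate pH 7 was mixed with compound and 20 uM heparin and incubated 6 hr at 37 C.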
Tau fibril FP: qHTS for Inhibitors of Tau Fibril Formation, Fluorescence Polarization; Microtubule-associated protein tau (Homo sapiens), P10636; K18 P301L tau heparin fibrillization, Alexa594 FP, 6 h; Potency, µM (doses to about 57.7 µM), for inactives: at the top dose activity, negative = inhibition, most hits filed as inhibitors; 280,000 tested, 0.39% active; AID 1468, 2008; note: potency is the fitted concentration of half-maximal effect; % is set by controls: 0 for no effect and ±100 for the full control effect; nearly all actives have a fitted effect of over 55% in size
Target sequence (P10636 561-689 P618L limits assumed): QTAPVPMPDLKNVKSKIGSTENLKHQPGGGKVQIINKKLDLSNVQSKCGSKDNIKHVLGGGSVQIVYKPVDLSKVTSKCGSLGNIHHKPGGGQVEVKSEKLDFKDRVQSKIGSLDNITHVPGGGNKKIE
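Compound effects on tau fibrillization are measured by Alexa 594 fluorescence polarization (ex 555, em 632 nm). K18 P301L tau is used at 15 uM with 0.24 uM labeled tracer, and 20 uM heparin induces aggregation over 6 hr at 37 C.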
GLA spleen mod: qHTS Assay for Inhibitors and Activators of Human alpha-Galactosidase From Spleen Homogenate; Alpha-galactosidase A (Homo sapiens), P06280; AID 2107, 2009; Potency, µM (series often up to 80 µM), inactives show top-dose activity change, negative = inhibition, hits mostly inhibitors; human spleen homogenate, 4MU-alpha-Gal fluorescence, 40 min; 240,000 tested, 0.008% active;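 note: potency is the fitted concentration of half-maximal effect; 0% = enzyme with vehicle and -100% = no enzyme basal signal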
Target sequence (P06280 32-429 limits assumed): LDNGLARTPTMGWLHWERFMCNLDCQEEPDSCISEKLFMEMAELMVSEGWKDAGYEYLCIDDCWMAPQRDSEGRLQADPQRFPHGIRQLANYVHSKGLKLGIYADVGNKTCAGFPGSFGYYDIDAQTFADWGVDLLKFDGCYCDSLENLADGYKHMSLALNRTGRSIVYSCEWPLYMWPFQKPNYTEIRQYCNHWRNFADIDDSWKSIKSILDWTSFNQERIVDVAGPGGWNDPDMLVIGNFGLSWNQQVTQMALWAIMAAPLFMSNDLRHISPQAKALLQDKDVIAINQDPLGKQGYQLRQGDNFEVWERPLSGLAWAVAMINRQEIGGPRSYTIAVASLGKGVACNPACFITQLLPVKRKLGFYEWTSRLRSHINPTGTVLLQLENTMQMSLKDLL
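Fluorogenic readout (Ex 365/Em 440 nm) of 4-methylumbelliferone released from 1 mM 4-MU-alpha-galactoside by spleen homogenate, 40 min at 37C, pH 5.0. Data normalized to no-enzyme and enzyme controls; Hill-equation AC50 from compound titrations.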
Numbers without * were called inactive; ? = inconclusive; nt = no result given; [ ] = another dose, or the depositor's remark. Unless noted, calls come from the whole dose curve; as a rule, active = well fitted curve in the direction sought with a large enough effect; inconclusive = small, poorly fitted or top-dose-only effect, or another doubt; inactive = no such curve, though single readings can be large; an effect the other way counts as inactive or inconclusive. The list is partial, so the mix of outcomes need not match the whole.

SMILES | TRb-SRC2 inh | NPSR antagonist | CBFb-RUNX1 inh | Epigenetic reg | TR SRC2 fluor cs | Tau fluor cs | Tau fibril FP | GLA spleen mod
COc1cccc(N2C(=O)c3ccncc3C2=O)c1 | -20.4% | -1.7%[46.1 µM] | 2.4% | -0.9% | -2.0% | -1.5% | -1.8% | -2.7%
Cc1ccc(C(=O)CNc2ccc(Cl)cc2)cc1 | 5.1% | 11.4% | 1.8% | 7.3% | -1.4% | -10.1% | -4.0% | 5.7%
COc1ccc(C(=O)c2c(N)c(-c3nc(-c4ccc5c(c4)OCO5)cs3)c3ccccn23)cc1 | -2.7% | nt | nt | -3.3% | -2.2% | ? | 13.2% | nt
CC1CCN(S(=O)(=O)c2cccc(C(=O)NC3CCS(=O)(=O)C3)c2)CC1 (stereo not given) | 2.7% | nt | nt | 0.0% | -7.6% | -10.9% | -10.0% | nt
O=C(NNS(=O)(=O)c1ccccc1[N+](=O)[O-])c1ccncc1 | -0.6% | 11.8% | -6.2% | 3.2% | -0.9% | 4.6% | -5.0% | -2.5%
CCCCC(c1nnnn1CS(=O)(=O)c1ccc(C)cc1)N1CCN(C)CC1 (stereo not given) | 4.9% | 3.0% | -0.4% | 3.5% | -2.2% | 0.2% | -1.2% | -7.3%
COc1ccc(C(=O)COC(=O)c2cccc(NC(=O)c3ccc(OC)c(OC)c3)c2)cc1 | 6.9% | nt | nt | -2.1% | -1.0% | ? | ? | nt
O=c1c2ccc(Cl)cc2[nH]c(=S)n1CCC1=CCCCC1 | -3.5% | -34.0% | -3.3% | -1.0% | -0.1% | -6.6% | -9.3% | 4.8%
Cc1ccc(Nc2cc(C)c3ccc(O)cc3n2)cc1C | 0.1% | -12.1% | 10.3% | -1.2% | 0.3% | ? | 18.6% | 7.0%
CNC(=O)CSc1nnc(COc2ccc([N+](=O)[O-])cc2)n1C | -6.9% | 18.0% | 22.2% | -0.8% | -3.1% | 1.7% | -0.3% | -6.4%
O=C(COC(=O)C12CC3CC(CC(C3)C1)C2)Nc1ccccc1F | 0.0% | -18.8% | 6.4% | -1.0% | -4.6% | -18.5% | 5.3% | 0.0%
O=C(NCCn1cc(SCc2ccccc2Cl)c2ccccc21)c1cccs1 | 10.7% | nt | nt | ? | -5.9% | 3.16µM*[quencher] | ? | nt
O=C(Nc1cccc(-c2nc3ccccc3[nH]2)c1)c1ccc(C(=O)Nc2cccc(-c3nc4ccccc4[nH]3)c2)cc1 | ? | -14.4% | 3.9% | 8.3% | -10.8% | ? | ? | 5.2%
O=C(N/N=C/c1cccc(NC(=O)c2ccc(Cl)cc2)c1)c1ccc(O)cc1 | 8.6% | -11.5% | 12.3% | 2.1% | -8.9% | -25.3% | ? | -5.0%
Clc1ccc(-c2ccc(C=Nc3ccc(N4CCOCC4)cc3)o2)cc1 | 1.9% | 12.9% | -13.5% | 0.0% | 0.7% | -9.3% | -4.4% | -5.6%
CCOc1ncccc1C(=O)Nc1ccccc1F | -1.0% | 4.5% | ? | 1.3% | -2.5% | -11.8% | -7.2% | -1.8%
COc1ccc(NC(=O)C(=O)NCCc2csc(-c3ccc(Cl)cc3)n2)cc1 | 5.0% | nt | nt | -1.1% | -24.8% | -7.6% | -1.7% | nt
Fc1ccc(COc2ccccc2-c2ccnc3ncnn23)cc1 | 2.7% | -11.4% | -1.9% | -1.2% | 0.3% | -2.0% | -4.6% | -0.8%
O=C(NC1CCCCC1)c1ccc(NS(=O)(=O)c2cccc3cccnc23)cc1 | 6.0% | 32.8% | 4.1% | -0.7% | -0.5% | 16.1% | 2.2% | -3.1%
CC(=O)c1ccc(N2CCN(S(=O)(=O)c3cc(-c4onc(C)c4C)ccc3C)CC2)cc1 | 8.6% | nt | nt | -1.0% | -0.1% | -20.0% | 7.5% | nt
O=C(CSc1nnc(NC(=O)c2ccc3c(c2)OCO3)s1)NCc1ccco1 | -1.4% | 1.1% | -3.8% | -3.6% | 0.8% | -3.4% | -7.7% | -1.1%
Cc1cc(CN(C)C(=O)CCc2nnc(Cc3cccc(C(F)(F)F)c3)o2)on1 | -9.3% | -5.8% | 1.4% | -5.4% | -6.1% | -3.2% | 1.6% | -2.5%
CCc1ccccc1NC(=O)CCc1nc(-c2ccc(C)cc2)no1 | -26.1% | 2.3%[46.1 µM] | 25.0% | -1.6% | 0.3% | -4.1% | -4.4% | 6.9%
COc1ccc(Nc2ncnc3c2cnn3C)c(OC)c1 | 6.2% | nt | nt | 1.2% | -2.5% | 0.9% | 16.7% | nt
CCOC(=O)c1ccc(NC(=O)c2nc[nH]c2C(=O)N[C@@H](Cc2ccccc2)C(=O)OC(C)(C)C)cc1 | -3.9% | ? | 4.2% | ? | -0.1% | ? | ? | -4.0%
NC(=O)c1ccccc1NC(=O)Nc1ccc(F)c(Cl)c1 | -2.5% | -14.7% | 0.1% | 2.2% | -5.3% | 2.0% | 1.7% | -0.3%
COc1ccc(NC(=O)C2CCC(=O)N2S(=O)(=O)c2ccc(C)cc2)c(OC)c1 (stereo not given) | -18.6% | -10.8%[46.1 µM] | -2.8% | -0.7% | -2.2% | 1.8% | -0.4% | -7.7%
Cc1ccc(N2C(=O)C3C4C=CC(CNC(=S)N5CCN(c6cccc(C)c6)C(C)C5)(O4)C3C2=O)cc1 (stereo not given) | -0.7% | 0.5% | -5.5% | 7.2% | 0.8% | 7.8% | 8.6% | 0.6%
CCCCSc1nnc(-c2ccccc2NC(C)=O)c(=O)[nH]1 | 5.4% | -12.6% | 10.9% | -0.6% | 1.7% | -6.5% | -15.1% | 2.4%
Cc1cc2cc(C#N)c(NCCNC(=S)NCCCN3CCOCC3)nc2cc1C | 0.4% | 10.6% | 0.7% | -1.0% | 0.5% | -14.9% | 0.3% | -9.2%
C=CC(C1=CC(=O)C(OC)=CC1=O)c1ccccc1 (stereo not given) | -6.4% | nt | ? | -0.5% | -3.1% | 14.1µM*[quencher] | 20µM* | 1.2%
Cc1nc(SCC(=O)O)c(C#N)c(-c2ccco2)c1C(=O)N(C)C | -5.1% | 10.5% | -4.6% | -6.3% | -1.2% | 4.0% | 4.7% | 7.1%
Cc1ccc(Cn2c(=O)n(CCc3ccccc3)c(=O)c3sc4ccccc4c32)cc1 | -1.0% | nt | nt | 1.2% | -1.6% | -10.5% | -2.0% | nt
CCOC(=O)c1ccccc1NC(=O)CN(c1ccccc1OCC)S(C)(=O)=O | 0.0% | -14.5%[46.1 µM] | 1.1% | -0.2% | -3.2% | -5.3% | 6.6% | -13.9%
COC(=O)[C@H](CCSC)NC(=O)NC1CCN(Cc2ccccc2)CC1 | -6.0% | -18.4%[7.67 µM] | 0.4% | 5.8% | 1.6% | -0.9% | -1.8% | -15.1%
CCOC(=O)COc1ccccc1/C=C1/NC(=O)NC1=O | 1.8% | -8.2% | -3.0% | -3.8% | -0.4% | 8.9% | -0.5% | -10.3%
O=C(Nc1ccccc1Cl)Oc1ccc(Cl)cc1Cl | 0.5% | -12.4% | 9.5% | 0.5% | -1.8% | -8.3% | 3.5% | 0.1%
COc1cccc(NC(=O)CC2C(=O)NCCN2C(=S)Nc2ccc(F)cc2)c1 (stereo not given) | 3.9% | -9.0% | 12.5% | -0.4% | 0.8% | -18.1% | -16.5% | -0.3%
O=c1cnnc(Nc2ccc(Nc3ccccc3)cc2)[nH]1 | -4.8% | -14.0% | -4.2% | -0.3% | -0.6% | ? | -2.3% | 4.8%
Cc1ccc(CSc2nnc(CCCCCNC(=O)OC(C)(C)C)o2)cc1 | 0.3% | -29.8% | 13.9% | 0.1% | -8.0% | -9.8% | 8.2% | 8.6%
COc1cc(-c2cc(C(=O)Nc3c(Cl)cc(Cl)cc3Cl)c3ccccc3n2)cc(OC)c1OC | -6.2% | -0.4% | 2.2% | 1.0% | 0.9% | -18.9% | 2.8% | 11.7%
COc1ccc(C(=O)NC(Oc2ccccc2)C(Cl)(Cl)Cl)cc1 (stereo not given) | 6.5% | -21.5%[46.1 µM] | -2.5% | 0.0% | -3.4% | 6.9% | -1.3% | -7.4%
O=C(COc1ccc(Br)cc1)Nc1ccc2c(c1)C(=O)NC2=O | -1.2%[53 µM] | -4.1% | 5.5% | -4.8% | -2.2%[53 µM] | 1.9% | -7.4% | 4.9%
CCn1c(SCc2ccc(F)cc2)nnc1C1CCN(S(=O)(=O)c2ccc(OC)cc2)CC1 | 1.1% | -13.6%[46.1 µM] | 5.6% | 1.4% | 2.2% | -12.9% | -1.6% | 3.1%
COc1ccc(C2C(=O)N(C3CCC(C)CC3)CC(=O)N2C2CCCC2)cc1OC (stereo not given) | -1.2% | nt | nt | 1.8% | -0.8% | -7.2% | 0.1% | nt
CCC1CCCCN1S(=O)(=O)c1ccc(NC(=O)CSc2ncccc2C(=O)O)cc1 (stereo not given) | 5.3% | -5.9%[46.1 µM] | 2.9% | 0.0% | -1.9% | -1.6% | -4.2% | 5.5%
CC(=O)c1c(C)c[nH]c1C | -4.2% | -0.4%[46.1 µM] | -5.0% | 0.9% | -1.1% | 5.5% | -4.7% | 24.3%
O=C(C(Cc1ccccc1)N1C(=O)C2C3C=CC(C3)C2C1=O)N1CCCCC1 (stereo not given) | -1.3% | 16.1%[46.1 µM] | -0.4% | 3.8% | 2.8% | -7.9% | -11.7% | -4.1%
CC(=O)CC1(O)C(=O)Nc2ccccc21 (stereo not given) | 0.2% | 1.2%[7.67 µM] | 5.4% | 0.1% | -6.0% | -4.5% | -2.3% | -16.3%
COc1ccc2[nH]c(=O)c(CN(Cc3nnnn3Cc3ccccc3)CC3CCCO3)cc2c1 (stereo not given) | -5.9% | -17.5%[46.1 µM] | 3.4% | -0.7% | 0.2% | -1.1% | 2.5% | 14.1%

Screening results deposited in PubChem by National Center for Advancing Translational Sciences (NCATS).
